Bioassay records from PubChem.
TRb SRC2 PPI: qHTS for Inhibitors of the Interaction of Thyroid Hormone Receptor and Steroid Receptor Coregulator 2; Thyroid hormone receptor beta (Homo sapiens), P10828; TRbeta-SRC2 peptide binding, fluorescence polarization; receptor liganded with 1 µM T3; Potency, µM (doses to about 106 µM), for the others: at the highest dose activity change, negative = inhibition, usual class: inhibitors; 280,000 tested, 0.065% active;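 further: plate controls were bound peptide for no effect and peptide without receptor for full effect; nearly all actives have a fitted effect of over 50% in size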
Target sequence (P10828 whole entry, looked up): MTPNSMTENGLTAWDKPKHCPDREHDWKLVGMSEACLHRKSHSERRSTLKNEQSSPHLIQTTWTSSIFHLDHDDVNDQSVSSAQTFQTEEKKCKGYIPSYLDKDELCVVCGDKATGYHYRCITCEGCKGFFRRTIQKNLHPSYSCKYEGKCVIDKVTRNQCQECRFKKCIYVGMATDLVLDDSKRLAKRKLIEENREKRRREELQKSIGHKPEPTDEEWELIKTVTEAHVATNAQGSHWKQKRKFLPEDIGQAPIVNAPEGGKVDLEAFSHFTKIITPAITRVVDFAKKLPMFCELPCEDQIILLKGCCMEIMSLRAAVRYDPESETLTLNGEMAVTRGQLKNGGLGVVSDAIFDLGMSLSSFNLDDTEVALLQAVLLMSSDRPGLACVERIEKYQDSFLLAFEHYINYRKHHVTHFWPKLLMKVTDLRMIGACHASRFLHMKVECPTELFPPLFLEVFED
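Quantitative HTS by FP: 0.6 uM TRb LBD, 20 nM labeled SRC2 20-mer, 1 uM T3, 5% DMSO; 5 hr ambient incubation; % activity per concentration and potencies from concentration series.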
ALDH1A1 inh: qHTS Assay for Inhibitors of Aldehyde Dehydrogenase 1 (ALDH1A1) | Aldehyde dehydrogenase 1A1 (Homo sapiens), P00352 | Purified ALDH1A1, NADH fluorescence, propionaldehyde substrate | Potency, µM (top dose mostly 75.3 µM), for inactives: top-dose activity, negative = inhibition, hits mostly inhibitors | 220,000 tested, 7.3% active; active means well fitted inhibition curve with a large enough effect, not every such curve was filed as active; inconclusive means small, poorly fitted or top-dose-only effect, or another doubt; inactive means no such curve, though single readings can be large or run the other way;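 further: plate controls were no enzyme wells and a reference inhibitor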
Target sequence (P00352 whole entry, looked up): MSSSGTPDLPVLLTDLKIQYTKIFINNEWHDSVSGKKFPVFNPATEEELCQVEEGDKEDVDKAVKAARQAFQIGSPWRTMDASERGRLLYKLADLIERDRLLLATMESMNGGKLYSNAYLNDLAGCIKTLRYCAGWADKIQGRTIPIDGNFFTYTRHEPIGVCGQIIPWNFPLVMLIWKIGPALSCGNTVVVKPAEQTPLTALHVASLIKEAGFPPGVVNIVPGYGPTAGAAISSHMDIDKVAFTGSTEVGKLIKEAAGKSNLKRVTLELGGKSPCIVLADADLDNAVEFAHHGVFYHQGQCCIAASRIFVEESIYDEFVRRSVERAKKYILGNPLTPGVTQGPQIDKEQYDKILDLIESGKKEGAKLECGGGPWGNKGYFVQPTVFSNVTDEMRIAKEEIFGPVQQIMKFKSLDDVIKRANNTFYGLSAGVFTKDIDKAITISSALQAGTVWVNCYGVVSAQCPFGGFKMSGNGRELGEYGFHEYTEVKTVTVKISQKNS
Tau ThT inhib: qHTS for Inhibitors of Tau Fibril Formation, Thioflavin T Binding | Microtubule-associated protein tau (Homo sapiens), P10636 | recombinant tau K18 P301L, heparin-induced fibrillization, ThT fluorescence | Potency, µM (top dose mostly 57.4 µM), for the others: top-dose activity, negative = inhibition, actives largely listed as inhibitors | 270,000 tested, 2.1% active; further: nearly all actives have a fitted effect of over 55% in size
Target sequence (P10636 561-689 P618L limits assumed): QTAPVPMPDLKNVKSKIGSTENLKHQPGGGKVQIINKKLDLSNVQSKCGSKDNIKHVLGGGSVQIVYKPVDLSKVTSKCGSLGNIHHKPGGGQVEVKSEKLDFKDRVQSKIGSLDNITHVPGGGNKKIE
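K18 P301L tau (15 uM + 0.24 uM Alexa 594-tagged), heparin 20 uM, NaOAc pH 7, 6 h 37 C; ThT 30 uM, 1 h RT, ex 450/em 510 nm.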
aGal spleen mod: qHTS Assay for Inhibitors and Activators of Human alpha-Galactosidase From Spleen Homogenate; Alpha-galactosidase A (Homo sapiens), P06280; human spleen homogenate, 4MU-alpha-Gal fluorescence, 40 min; Potency, µM (top dose mostly 80 µM), inactives show at the top dose activity change, negative = inhibition, most hits filed as inhibitors; 240,000 tested, 0.008% active; AID 2107, 2009;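 further: 0% = enzyme with vehicle and -100% = no enzyme basal signal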
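qHTS titration in buffer at pH 5.0. Alpha-galactosidase activity in spleen homogenate was measured via 4-methylumbelliferone release from 1 mM fluorogenic substrate after 40 min at 37C and a pH 10 stop. AC50 came from Hill fits of control-normalized data.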
Tau FP inhib: qHTS for Inhibitors of Tau Fibril Formation, Fluorescence Polarization. Microtubule-associated protein tau (Homo sapiens), P10636. K18 P301L tau heparin fibrillization, Alexa594 FP, 6 h. Potency, µM (highest dose often 57.7 µM), inactives show at the top dose activity, negative = inhibition, actives largely listed as inhibitors. 280,000 tested, 0.39% active. AID 1468, 2008; further: nearly all actives have a fitted effect of over 55% in size
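K18 P301L tau (15 uM unlabeled/0.24 uM Alexa 594-labeled, final) + compound + heparin 20 uM final; 100 mM NaOAc pH 7; 6 hr 37 C; ThT 30 uM final added, 1 hr RT; FP ex 555/em 632 nm.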
TexasRed fluor: Total Fluorescence Counterscreen for Inhibitors of the Interaction of Thyroid Hormone Receptor and Steroid Receptor Coregulator 2; TRb/SRC2 Texas Red total fluorescence interference; 280,000 tested, 0.29% active; Potency, µM (highest dose often 106 µM), inactives show at the highest dose fluorescence change, negative = quenching; active means well fitted curve in either direction with a large enough effect; inconclusive means small, poorly fitted or top-dose-only effect
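Human TRβ ligand-binding domain (0.6 uM) and Texas Red SRC2 peptide (20 nM) in Tris buffer with 1 uM T3 and 5% DMSO were incubated with pinned compound for 5 hr at ambient temperature. Total fluorescence was computed as S + 2P (555/632 nm).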
L3MBTL1 block: qHTS Assay for the Inhibitors of L3MBTL1; 230,000 tested, 0.66% active; Potency, µM (highest dose often 57.1 µM), without a hit: at the top dose activity, negative = inhibition, most hits filed as inhibitors; AlphaScreen L3MBTL1–H3K9me1 peptide binding; further: nearly all actives have a fitted effect of over 60% in size
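Read-out is AlphaScreen signal from streptavidin donor and nickel chelate acceptor beads (10 ug/mL final each) bridging L3MBTL1 (50 nM) and biotinylated K9-monomethylated H3(1-15) peptide (75 nM), after 30 min compound exposure at room temperature.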
Tau fluor cs: Counterscreen qHTS for Inhibitors of Tau Fibril Formation, Fluorescence Polarization; tau K18 P301L Alexa594 fluorescence, heparin fibrillization; Potency, µM (series often up to 57.7 µM), for inactives: at the highest dose activity change, negative = decrease; 280,000 tested, 0.93% active; AID 1463, 2008; further: nearly all actives have a fitted effect of over 55% in size
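Human tau K18 P301L (15 uM unlabeled, 0.24 uM Alexa 594-labeled) in 100 mM sodium acetate pH 7 with 20 uM heparin, 6 hr at 37 C. ThT 30 uM added, 1 hr ambient; Alexa 594 FP and total fluorescence read at 555/632 nm.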
Starred values were filed as active, the others as inactive; ? = inconclusive; . = no result given; & = joins results of further samples; [ ] = dose if it differs, or a comment. Unless noted, the call rests on the fitted dose curve; in most records, active means well fitted curve in the direction sought with a large enough effect; inconclusive means small, poorly fitted or top-dose-only effect, or another doubt; inactive means no such curve, though single readings can be large; an effect the other way counts as inactive or inconclusive. Unless noted, on the % scale 0 is the no-effect control and ±100 the full control effect; potency means the concentration at half of the fitted maximal effect.

Molecule	TRb SRC2 PPI	aGal spleen mod	Tau fluor cs	Tau ThT inhib	L3MBTL1 block	Tau FP inhib	ALDH1A1 inh	TexasRed fluor
CCN(Cc1ccccc1)C(=O)CN(c1ccc(OC)cc1)S(=O)(=O)c1c(C)nn(C)c1C	-2%	.	-6%	3%	.	-5%	.	-1%
COc1ccc(C(=O)/C=C2/c3ccccc3CC(C)(C)N2C)cc1OC	-1%	?	-3%	-14%	-12%	8%	24µM*	-8%
CC1CC(=O)Nc2ccccc2N1C(=O)Nc1ccc(F)cc1 (stereo not given)	5%	3%	-7%	1%	-18%	-1%	.	3%
COc1ccccc1N1CCN(C(=O)/C=C/c2c(Cl)nc3ccccn23)CC1	-3%	-2%	-14%	?	-27%	-8%	0%	-4%
CC(C#N)On1c(SC(C)C#N)nc2ccccc2c1=O (stereo not given)	-7%	4%	-4%	11%	34%	-8%	16µM*	-5%
O=C(Nc1nc2c(F)cc(F)cc2s1)C1COc2ccccc2O1 (stereo not given)	-1%	7%	?	.	.	1%	.	4%
CCCn1c(CN2CCN(C)CC2)nc2ccccc21	-28%	-13%	-5%	-9%	.	-9%	0%	2%
CCOC(=O)C1=C(CSc2nc3c(cc2C#N)CCC3)OC(N)=C(C#N)C1c1ccccc1 (stereo not given)	4%	-10%	?	?	3%	-7%	2%	0%
Cc1cccc(N(Cc2cc3ccccc3[nH]c2=O)C(=O)c2ccco2)c1C	-15%	?	-1%	8%	8%	4%	13µM*	4%
COc1cccc(S(=O)(=O)Nc2ccc(C(=O)N3CCCCCC3)cc2)c1	-9%	-8%	-12%	-7%	3%	-2%	22µM*	2%
COCCCNC(=O)c1ccc2c(c1)OCO2	0%	2%	7%	6%	5%	11%	-2%	-3%
CCOc1ccccc1NC(=O)COC(=O)CNS(=O)(=O)c1ccc(C)cc1	-2%	-14%	-8%	-4%	0%	4%	-9%	1%
Fc1ccc(CSc2nc(NCc3ccccc3)c3ccccc3n2)cc1	7%	.	-11%	-5%	.	1%	.	3%
O=C(O)C(F)(F)C(NCc1ccccc1)c1ccccc1 (stereo not given)	-3%	-2%	-5%	-2%	.	1%	.	6%
O=C(CCNS(=O)(=O)c1cccs1)Nc1ccccc1F	-18%	1%	-5%	-8%	6%	-8%	-6%	-2%

A few values from the results shown.
Entry of Fc1ccc(CSc2nc(NCc3ccccc3)c3ccccc3n2)cc1 under Tau FP inhib: 1%
Entry of CC1CC(=O)Nc2ccccc2N1C(=O)Nc1ccc(F)cc1 (stereo not given) under TexasRed fluor: 3%
Entry of O=C(CCNS(=O)(=O)c1cccs1)Nc1ccccc1F under ALDH1A1 inh: -6%
Entry of COc1cccc(S(=O)(=O)Nc2ccc(C(=O)N3CCCCCC3)cc2)c1 under L3MBTL1 block: 3%

The listing continues.
Molecule	TRb SRC2 PPI	aGal spleen mod	Tau fluor cs	Tau ThT inhib	L3MBTL1 block	Tau FP inhib	ALDH1A1 inh	TexasRed fluor
Cc1cc(C)n2c(Br)c(CN3CCCC(C)C3)nc2n1 (stereo not given)	-2%	-4%	4%	5%	-17%	0%	?	-2%
CCOc1ccc(C(=O)Nc2cc(NC(=O)c3ccc(OCC)c(Cl)c3)cc(C(=O)O)c2)cc1Cl	1%	-1%	14%	2%	0%	14%	5%	-4%
Cc1ccc(-c2ccc(=O)n(CC(=O)NCCN3C(C)CCCC3C)n2)cc1 (stereo not given)	-10%	1%	-1%	0%	6%	-2%	-8%	-3%
CNc1nnc(-c2cc3ccccc3oc2=O)s1	-7%	5%	-10%	?	-3%	-6%	?	-9%
Nc1ccc(S(=O)(=O)Nc2ccc(Cl)nn2)cc1	-6%	4%	-2%&-6%	5%&-8%	-7%	6%&-6%	-4%	-1%
COCC(C)n1c(C)cc(C(=O)CSc2nc(C)c(C)c(C)n2)c1C (stereo not given)	4%	5%	-13%	-13%	.	0%	.	-2%
O=C(O)CSCNC(=O)CC12CC3CC(CC(C3)C1)C2	3%	-12%	1%	2%	-11%	2%	?	0%
CSc1nc(-c2ccco2)nn1C(=O)c1ccccc1	15%	-17%	-2%	0%	1%	0%	-43%	1%
COc1ccc(Nc2cc(C)c3cc(NC(=O)Cc4c(F)cccc4Cl)ccc3n2)cc1	5%	.	7.9µM*[quencher]	?	.	?	.	7%
CCOc1cc(NC(=S)NCCCN2CCOCC2)c(OCC)cc1NC(=O)c1ccc(C)cc1	-2%	11%	20%[2.34 µM]	10%	17%	6%[2.34 µM]	?	-6%
CCn1cc(C(=O)O)c(=O)c2cnc(N3CCN(C(=O)Nc4cccc5ccccc45)CC3)nc21	10%	8%	-15%	-10%	-9%	-4%	?	0%
COc1ccc(-c2nc3c(c4c2C[C@H](c2ccccc2)OC4)CN(S(=O)(=O)c2ccc4c(c2)OCCN4C)CC3)c(C)c1	0%[11.2 µM]	-14%[17.5 µM]	3%[11.6 µM]	4%[11.5 µM]	.	6%[11.6 µM]	?	-4%[11.2 µM]
O=C(CSc1ccc2nnc(-c3ccncc3)n2n1)NCC1CCCO1 (stereo not given)	-5%	-24%	8%	4%	0%	-4%	?	-5%
CCOC(=O)/C(C#N)=C/c1ccc(N2CCN(Cc3ccccc3)CC2)cc1	9%	1%	-27%	?	53%[activator]	11%	-2%	0%
CC(Sc1nc(-c2ccccc2)cc(C(F)(F)F)n1)C(=O)N1CCCC1 (stereo not given)	0%	0%	-1%	-3%	4%	11%	12%	-1%

Molecule	TRb SRC2 PPI	aGal spleen mod	Tau fluor cs	Tau ThT inhib	L3MBTL1 block	Tau FP inhib	ALDH1A1 inh	TexasRed fluor
Cc1cc(S(=O)(=O)NC2CCN(Cc3ccccc3)CC2)c(C)cc1Cl	0%	1%	-11%	-10%	-15%	3%	.	0%
C=CCn1c(SCc2ccc(C#N)cc2)nnc1-c1cccc(OC)c1	-2%	-1%	-4%	-13%	1%	4%	-3%	1%
Clc1ccccc1-c1ncc2ccccn12	-6%	3%	2%	0%	-16%	10%	?	4%
CCOC(=O)c1sc(=S)n(C)c1NC(=O)c1ccc(C(C)(C)C)cc1	-11%	5%	-28%	-7%	-5%	-8%	.	0%
Cc1nc(NC2CCCCC2)c2nc(-c3ccccc3)n(CCCN(C)C)c2n1	1%	-11%	-7%	-7%	.	-5%	?	0%
CSc1cc(C)n(-c2ccc(Cl)cc2)c(=S)c1C(C)=O	-4%	1%	2%	-7%	.	12%	4%	-3%
NC(=O)CC1C(=O)N(c2ccc(F)cc2)C(=O)N1NC(=O)CCc1ccccc1 (stereo not given)	3%	4%	2%	-7%	-4%	0%	11%	1%
CN1CCN(c2ccc(NC(=O)c3ccc4c(c3)OCO4)cc2)CC1	3%	1%	-5%	-10%	-5%	2%	6%	-1%
CCC(CC)NC(=O)COC(=O)c1ccc(OCc2ccc(C(C)=O)cc2OC)c(OC)c1	-4%	0%	-1%	?	1%	-5%	0%	0%
Cc1ccc(CNC(=O)Nc2cc(C(=O)NCc3ccc(C(C)C)cc3)ccc2N2CCCC2)cc1	-4%	.	-15%	-6%	.	10%	.	0%
Cc1cc(C)cc(NC(=O)COC(=O)[C@@H](NC(=O)c2ccco2)C(C)C)c1	-2%	-3%	-10%	-7%	.	-4%	-3%	-10%
CCCN(CCC)C(=O)c1cc2c(=O)n3cccc(C)c3nc2n1C	3%	.	-3%	-18%	.	-7%	.	-2%
CCc1ccc(/C=N\NC(=O)c2ccc(Br)o2)s1	6%	1%	3%	2%	-11%	4%	-4%	-7%
COCCN(CC(=O)NCC1CCCO1)C(=O)CCC(=O)Nc1cc(C)on1 (stereo not given)	0%	-16%	4%	4%	-2%	-1%	4%	-3%
CCc1ccc(CCC(=O)Nc2ncc(Cc3ccccc3Cl)s2)o1	9%	-3%	1%	-3%	-2%	2%	?	2%

For reference, some entries already given:
Molecule	TRb SRC2 PPI	aGal spleen mod	Tau fluor cs	Tau ThT inhib	L3MBTL1 block	Tau FP inhib	ALDH1A1 inh	TexasRed fluor
COCCN(CC(=O)NCC1CCCO1)C(=O)CCC(=O)Nc1cc(C)on1 (stereo not given)	0%	-16%	4%	4%	-2%	-1%	4%	-3%
CCc1ccc(CCC(=O)Nc2ncc(Cc3ccccc3Cl)s2)o1	9%	-3%	1%	-3%	-2%	2%	?	2%

Continuation.
Molecule	TRb SRC2 PPI	aGal spleen mod	Tau fluor cs	Tau ThT inhib	L3MBTL1 block	Tau FP inhib	ALDH1A1 inh	TexasRed fluor
CCc1nnc(NC(=O)CCCSc2nc3ccccc3[nH]2)s1	10%	6%	-5%	-14%	3%	-1%	0%	1%
COc1ccc(-c2[nH]c(-c3ccc(C)cc3)nc2SCC(=O)NCC2CCCO2)cc1 (stereo not given)	-5%	.	?	?	.	?	.	-4%
CC(C)(O)C(=O)O	-3%	2%	.	.	.	.	?	0%
CCC(NC(=O)c1ccccc1NC(=O)c1ccccc1)C(=O)NNC(=O)CSc1nc2ccccc2o1 (stereo not given)	-1%[53 µM]	-1%	-22%	-12%	6%	3%	-3%	-1%[53 µM]
CN(C)c1ccc(NC(=O)CSC2=Nc3ccccc3C3=NC(CC(=O)NCc4ccc5c(c4)OCO5)C(=O)N23)cc1 (stereo not given)	-5%	.	?	?	.	9%	.	0%
COc1ccc(C(O)c2nccn2Cc2ccccc2)cc1OC (stereo not given)	-9%	4%	-4%	1%	6%	-13%	-2%	1%
O=C(O)CC[C@H](NC(=O)c1ccccc1C(=O)O)C(=O)O	-1%	7%	-1%	-2%	.	0%	-5%	-6%
CCOC(=O)c1ccc2nc(C)cc(Nc3ccc(OC(C)C)cc3)c2c1	9%	.	?	?	.	8%	.	0%
COc1ccc(C(=O)N(CC2CCCO2)C(C(=O)NCCC(C)C)c2ccc(C)cc2)cc1OC (stereo not given)	-12%	5%	4%	0%	3%	7%	15%	0%
